KCNK3 inh: human KCNK3 channel inhibition, primary screen | CHO-KCNK3 thallium flux, FluxOR fluorescence; hits give low values | hit rate 0.84% among 340,000 | O14649 | AID 602410 | B-score at 10 µM;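 active means B-score under library mean minus 4 SD, starting fluorescence ratio at most library mean plus 5 SD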;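 further: more negative B-score means stronger inhibition of thallium flux through KCNK3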
KCNQ1 act: human KCNQ1 channel potentiation or activation; CHO-K1 KCNQ1, thallium flux FluxOR fluorescence; hits give high values; AID 2648; hit rate 0.35% among 310,000; B-score at 10 µM;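 active means fluorescence ratio B-score, a plate-corrected score, at least three library SD, with initial intensity B-score within 5 SD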
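System: CHO-K1 cells stably expressing KCNQ1 / Medium: assay buffer for compound exposure, DMSO matched across wells / Reagent: thallium- and potassium-containing depolarizing buffer / Compound: one concentration, matched DMSO / Incubation: 20 min compound pretreatment at room temperature / Measured by: kinetic FluxOR fluorescence, 10 s baseline plus 110 s post-stimulus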
GSK3A inh: blocks human GSK-3 alpha kinase | P49840 | ADP-Glo luminescence, 60 min | inhibition, % at 10 µM | hit rate 0.1% among 320,000 | AID 2650;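 in the data active means inhibition above about 50%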;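 further: GST-tagged GSK-3 alpha with peptide substrate and 25 µM ATP; 0% = DMSO neutral wells and 100% = GW8510 positive control wells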
PolyA inh: inhibitors of polyadenylation in S. cerevisiae; S. cerevisiae SKY197-pL101 polyadenylation reporter, beta-gal luminescence; efflux-impaired pdr1/pdr3 knockout yeast; score 100 = 6 SD above DMSO; hit rate 0.02% among 300,000; calls only at 12 µM;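 active means lowest replicate activity score at least 50, where 100 means six control SD above control mean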;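 further: yeast exposed to compound for 9 h at 30 °C; higher score means more reporter readthrough which indicates perturbed polyadenylation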
DYRK1A inh: blocks rat Dyrk1A kinase activity | hit rate 0.43% among 310,000 | Q63470 | ADP-Glo luminescence, NFATc1 peptide | inhibition, % at 12.5 µM | AID 504441; in the data active means inhibition above about 50%;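 further: plate controls were vehicle with enzyme for no effect and no enzyme for full effect; many of its hits are not listed in these tables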
RGS4 act: RGS4 potentiation or activation. HEK293 M3R/inducible RGS4, carbachol calcium flux Fluo4; hits give low values. B-score at 10 µM. hit rate 0.92% among 310,000. AID 463111;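 active means B-score of the integrated calcium signal more than 4 SD below the library mean, with starting fluorescence not abnormally high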;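 further: negative B-score means reduced calcium response which marks RGS4 activation or potentiation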
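Detection: kinetic calcium fluorescence imaging with Fluo4-AM dye, 2 µM / Material: HEK293 cells with stable M3R and inducible RGS4 / Schedule: recording 10 s baseline at 1 Hz, 100 s post-agonist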
KCNQ1 inh: blocks the human KCNQ1 potassium channel | P51787 | CHO-K1 KCNQ1, FluxOR thallium flux fluorescence; hits give high values | B-score at 10 µM | hit rate 1.3% among 310,000 | AID 2642;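 active means compounds whose thallium flux B-score, printed positive for inhibition, exceeds three library SD while starting fluorescence stays within three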;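 further: channel opened by potassium depolarization with thallium stimulus after 20 min compound exposure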
hERG protect: shields human hERG channel from block by proarrhythmic agents. hit rate 0.51% among 310,000. CHO-hERG, FluxOR thallium flux, dofetilide IC70 present. Q12809. activation (rescue from dofetilide block), less the hit threshold, % at 10 µM. AID 1511;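 active means activation above the mean of controls blocked by dofetilide plus 5 SD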;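 further: thallium influx through hERG after potassium depolarization seen as dye fluorescence rise; in these data hits start at about 4.7%; inactives centre near -7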
Target sequence (Q12809 whole entry, looked up): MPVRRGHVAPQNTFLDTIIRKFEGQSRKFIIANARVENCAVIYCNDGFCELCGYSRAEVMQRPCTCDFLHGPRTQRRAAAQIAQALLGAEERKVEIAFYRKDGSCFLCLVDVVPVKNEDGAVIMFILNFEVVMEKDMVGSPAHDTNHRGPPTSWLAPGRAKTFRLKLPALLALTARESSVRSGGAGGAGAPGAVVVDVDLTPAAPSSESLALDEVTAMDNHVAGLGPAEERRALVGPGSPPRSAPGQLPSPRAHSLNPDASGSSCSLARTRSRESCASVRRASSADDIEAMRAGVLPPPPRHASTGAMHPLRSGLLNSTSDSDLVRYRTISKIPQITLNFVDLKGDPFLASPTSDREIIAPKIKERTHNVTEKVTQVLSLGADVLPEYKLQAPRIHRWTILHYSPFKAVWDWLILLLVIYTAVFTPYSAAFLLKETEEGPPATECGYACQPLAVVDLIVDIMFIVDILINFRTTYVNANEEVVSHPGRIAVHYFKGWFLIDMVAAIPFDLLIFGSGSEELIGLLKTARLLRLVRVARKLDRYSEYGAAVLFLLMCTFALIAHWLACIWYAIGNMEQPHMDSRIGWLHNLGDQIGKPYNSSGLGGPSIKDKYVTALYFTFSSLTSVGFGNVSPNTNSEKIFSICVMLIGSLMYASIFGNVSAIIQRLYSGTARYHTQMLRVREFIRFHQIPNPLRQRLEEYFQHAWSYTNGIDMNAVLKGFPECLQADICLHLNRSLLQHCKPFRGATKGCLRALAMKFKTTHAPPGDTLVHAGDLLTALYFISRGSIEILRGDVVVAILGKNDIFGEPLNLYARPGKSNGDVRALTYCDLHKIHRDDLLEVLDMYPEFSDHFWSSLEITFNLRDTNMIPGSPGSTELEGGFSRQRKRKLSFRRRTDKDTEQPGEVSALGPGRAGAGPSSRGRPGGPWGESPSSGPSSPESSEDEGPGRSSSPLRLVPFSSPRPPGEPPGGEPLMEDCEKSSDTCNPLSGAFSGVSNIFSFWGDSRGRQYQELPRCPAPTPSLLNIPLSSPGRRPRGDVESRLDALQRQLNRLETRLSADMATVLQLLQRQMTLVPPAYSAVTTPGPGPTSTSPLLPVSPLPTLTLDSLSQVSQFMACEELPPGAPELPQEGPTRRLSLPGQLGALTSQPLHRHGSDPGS
RGS4 block: inhibitors of human RGS4 | B-score at 10 µM | P49798 | HEK293 M3R/RGS4 inducible, Fluo-4 calcium flux; hits give high values; triggered by carbachol at its EC20 | hit rate 0.45% among 310,000 | AID 463165;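 active means B-score, a plate-corrected calcium signal, over three deviations above library mean, with baseline fluorescence within five deviations of library mean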;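 further: RGS4 expression induced by doxycycline in cells with stable M3 receptor; B-score is computed from the integrated fluorescence ratio over baseline after carbachol; higher B-score means a larger calcium signal and so more RGS4 inhibition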
KCNK9 block: inhibitors of human KCNK9 two-pore domain potassium channel. Q9NPC2. HEK293 KCNK9, FluxOR thallium flux fluorescence; hits give low values. B-score at 10 µM. hit rate 1.2% among 310,000;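 active means ratio B-score over 3 SD below the library mean, with starting fluorescence within 5 SD of its mean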;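 further: negative B-score means less thallium flux so channel inhibition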
GSK3B inh: blocks human GSK3beta kinase activity | hit rate 0.038% among 300,000 | P49841 | GST-GSK3beta kinase, ADP-Glo luminescence, 60 min; hits give low values | activity score (negative = inhibition), % at 10 µM;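 active means more than half of replicate wells score below -50%, meaning over 50% inhibition versus plate controls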;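 further: 0% = median DMSO wells and -100% = median GW8510 positive control wells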
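Assay system: GST-fused GSK3beta enzyme, cell-free / Medium: Tris pH 7.5 buffer with MgCl2, DTT, BSA, heparin / Also added: peptide substrate plus 25 µM ATP (final) / Compound: 10 µM single point / Timing: kinase reaction with compound 60 min at room temperature / Detection: ADP-Glo luminescence / Benchmarks: DMSO neutral wells and GW8510 at 20 µM as positive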
An asterisk follows results filed as active; i = inactive; x = not tested or not shown; & = joins results of further samples. The list is partial. The share of hits here may be higher or lower than overall.

#	SMILES	KCNK3 inh	KCNQ1 act	GSK3A inh	PolyA inh	DYRK1A inh	RGS4 act	KCNQ1 inh	hERG protect	RGS4 block	KCNK9 block	GSK3B inh
1	O=C(CCC(=O)N1CCOc2ccc(Cl)cc21)NCCCN1CCN(c2ccccc2F)CC1	i	i	4.8	i	2.8	i	i	-11.6	i	i	-4.3
2	CC(=O)c1ccc(OCc2cccc(C(F)(F)F)c2)cc1O	i	i	0.8	i	-0.1	i	i	-0.3	i	i	-0.5
3	O=C(NC1CCCCC1)c1cccnc1C(=O)O	i	i	-1.4	i	0.9	i	i	-0.2	i	i	6.4
4	Cc1ccc(S(=O)(=O)c2ccc(Cl)cc2)cc1S(N)(=O)=O	i	i	-0.8	i	-2.7	i	i	-0.6	i	i	3.9
5	COc1cc(/C=C/C(=O)c2c(O)ccc3c(C)cc(=O)oc23)ccc1O	i	i	-0.1	i	9.5	i	i	-6.5	i	i	6.8
6	CSc1sc(C(=O)NN)c2c1C1(CCC2)SCCS1	i	i	-1.9	i	1.3	i	i	-7.3	i	i	0.8
7	O=C(CCC(=O)N1CCN(S(=O)(=O)c2ccccc2)CC1)c1cccs1	i	i	-0.7	i	-7.5	i	i	-5.0	i	i	2.0
8	O=C(c1ccco1)N1CCN(C(c2ccc(F)cc2)c2nnnn2CC2CCCO2)CC1 (stereo not given)	i	i	0.0	i	-5.9	i	i	-7.4	i	i	-1.2
9	Cc1ccc(NC(=O)c2cc3cccc([N+](=O)[O-])c3[nH]2)cc1	i	i	0.0	i	1.6	i	i	-10.3	i	i	-1.7
10	COc1ccc(Nc2nc(C(=O)NCCCN3CCOCC3)cs2)cc1	i	i	0.2	i	4.4	i	i	-14.0	i	i	0.8
11	CCN(CC)S(=O)(=O)c1ccc2c(c1)N(CC(=O)NCc1ccco1)C(=O)CO2	i	i	-2.0	i	-5.0	i	i	-6.1	i	i	3.3
12	Cc1cc(C)cc(N2CC(C)(C)C2=O)c1	i	i	-6.9	i	-1.0	i	i	-6.1	i	i	3.4
13	CCc1nnc(NC(=O)C2CCN(C(=O)NC3CCCCC3)CC2)s1	i	i	-1.9	i	-5.2	i	i	-15.1	i	i	-4.9
14	CCN(CC)C(=O)COc1ccc(/C(C)=N/NC(=O)c2ccccc2O)cc1	i	i	-1.7	i	-1.8	i	i	-18.7	i	i	1.3
15	NS(=O)(=O)c1ccc(CCNC/C=C/c2ccccc2)cc1	i	i	-0.5	i	2.2	i	i	-2.4	i	i	-0.6
16	Cc1cc(Nc2ccc(Cl)cc2)nc(-c2ccccc2O)n1	i	i	-1.6	i	-3.2	i	i	-6.4	i	i	-0.6
17	CCOc1ccc(N(CC(=O)Nc2ccc(Br)cc2)S(C)(=O)=O)cc1	i	i	-1.8	x	x	i	i	-2.3	i	i	3.3
18	Cc1cccc(OC(C)C(=O)N(Cc2cccs2)C2CCS(=O)(=O)C2)c1C (stereo not given)	i	i	-1.4	i	7.3	i	i	-8.1	i	i	-0.8
19	CCCCc1nnc(NC(=O)CCSc2ccccc2)s1	i	i	-2.4	i	-5.7	i	i	-6.3	i	i	2.0
20	CCOc1ncccc1C(=O)N1CCN(c2ccc(C(F)(F)F)cn2)CC1	i	i	-1.1	i	1.0	i	i	-12.6	i	i	0.0
21	O=C(NCCC(=O)N1CCN(c2ccccc2F)CC1)c1ccco1	i	i	1.1	i	-6.2	i	i	-8.6	i	i	0.4
22	CCOc1ccc(/C=N/NC(=O)c2cccc3ccccc23)c(OCC)c1	i	i	-2.4	i	-0.5	i	i	-7.2	i	i	-2.0
23	Cc1ccccc1C1NC(=O)Cc2ccccc21 (stereo not given)	i	i	0.7	i	5.7	i	i	-4.5	i	i	11.0
24	COc1ccc(C[C@H]2CN3C(=NC[C@@H]3Cc3ccc(O)cc3)N2C[C@H](C)NC(=O)CCC2CCCCC2)cc1	i	i	1.9	i	1.0	i	i	-16.2	i	i	1.8
25	Cc1ccc(N(C(=O)c2snc(C(N)=O)c2N)C(C(=O)NC2CCCC2)c2ccc(C)o2)cc1 (stereo not given)	i	i	-2.6	i	-6.3	i	i	-5.1	i	i	2.2

New compounds follow:
#	SMILES	KCNK3 inh	KCNQ1 act	GSK3A inh	PolyA inh	DYRK1A inh	RGS4 act	KCNQ1 inh	hERG protect	RGS4 block	KCNK9 block	GSK3B inh
26	Cc1ccn2c(-c3csc(NCc4ccccc4)n3)c(C)nc2c1	-8.72*	i	4.9	i	4.0	i	i	-27.1	i	i	0.7
27	O=C(NNc1ccccc1Br)C(=O)n1ccc2ccccc21	i	i	0.0	i	0.6	i	i	-3.8	i	i	1.1
28	Cc1nc(C)c(-c2csc(Nc3ccc(O)cc3C)n2)s1	i	i	-2.5	x	-2.1	i	i	-6.7	i	i	x
29	O=C(NCC(c1ccco1)N1CCN(c2ccccc2)CC1)C(=O)NC1CCCCC1 (stereo not given)	i	i	-0.4	i	-1.2	i	i	-10.9	i	i	0.8
30	O=C(NC(c1ccccc1)c1ccccc1)C1CCCN(S(=O)(=O)c2cnc[nH]2)C1 (stereo not given)	i	i	3.9	i	2.5	i	i	-3.0	i	i	0.7
31	O=C(NC1CCCCC1)C1CC(O)CN1C(=O)OCc1ccccc1 (stereo not given)	i	i	-4.7	i	5.8	i	i	-4.6	i	i	5.5
32	CCN(CC)CC(O)Cn1c(C)c(-c2ccccc2)c2cc([N+](=O)[O-])ccc21 (stereo not given)	i	i	-1.0	i	-1.9	i	i	-16.9	i	i	2.8
33	CCOC(=O)c1cn(CC#N)c2cc(F)c(F)cc2c1=O	i	i	-2.1	i	-0.3	i	i	-9.7	i	i	0.3
34	CCOC(=O)c1c(C)c(C)n(Cc2ccc(OC)c(OC)c2)c1C	i	i	0.2	i	0.4	i	i	-7.7	i	i	0.8
35	CC1Cc2nc(SCC(=O)Nc3ccc4c(c3)OCCO4)n(C)c(=O)c2S1 (stereo not given)	i	i	-0.8	i	-1.4	i	i	-6.1	i	i	4.4
36	COc1ccccc1N1CCN(C(=O)CCC(=O)O)CC1	i	i	-1.4	i	4.5	i	i	-1.8	i	i	2.6
37	COC(=O)CSc1nnc(-c2ccc(OC)cc2OC)o1	i	i	-0.6	i	4.6	i	i	-2.2	i	i	2.1
38	O=C(N/N=C\C=C\c1ccc(Br)cc1)c1ccc2c(c1)OCO2	i	i	-1.1	i	-4.3	i	i	-9.7	i	i	x
39	O=C(Nc1cccc(-n2cnnn2)c1)c1cccnc1	i	i	0.6	i	13.1	i	i	-5.6	i	i	0.1
40	COCC(=O)N1CCN(c2cccc(Cl)c2)CC1	i	i	-0.7	i	x	i	i	-10.9	i	i	-1.3
41	COc1ccc(-c2[nH]c(-c3ccc4c(c3)OCO4)nc2-c2ccccc2)cc1	-10.2*	i	-0.4	i	-0.5	i	11*	-7.2	i	-10.7*	-0.9
42	Cc1nc2nc3c(c(=O)n2[nH]1)CCC3	i	i	-2.3	i	4.8	i	i	-10.2	i	i	-1.9
43	Cc1ccc(Nc2nnc(-c3ccccc3N)o2)cc1C	i	i	-1.3	i	x	i	i	-15.0	i	i	-2.3
44	CN(C)c1cc[n+](Cc2ccccc2)cc1	i	i	-2.3	i	-2.1	i	i	-7.3	i	i	-6.3
45	COc1ccccc1NC(=S)NC(=O)/C=C/c1ccco1	i	i	-1.1	i	-0.3	i	i	-7.8	i	i	4.3
46	O=C1[C@H]2[C@@H](c3ccc(F)cc3)N3C(=O)N(c4cccc(F)c4)C(=O)[C@@]3(Cc3ccccc3)[C@H]2C(=O)N1C1CCCCC1	i	i	x	i	-0.9	i	i	-5.9	i	i	-3.0
47	COc1ccc(C2C(C(=O)Nc3ccccc3)=C(C)N=C3SCC(=O)N32)cc1 (stereo not given)	i	i	-0.4	i	-0.5	i	i	-9.6	i	i	-1.2
48	Cc1cc(C)c(S(=O)(=O)N2CC=C(c3ccccc3)CC2)c(C)c1	i	i	-2.3	i	9.5	i	i	-20.3	i	i	0.9
49	CC(C)/C=C1\CCc2c([nH]c3ccccc23)C1=O	i	i	1.1	i	0.5	i	i	-12.3	i	i	4.3
50	COc1ccccc1CCNS(=O)(=O)c1cn(C)nc1C	i	i	-0.6	i	3.7	i	i	-10.2	i	i	-0.4

Next entries:
#	SMILES	KCNK3 inh	KCNQ1 act	GSK3A inh	PolyA inh	DYRK1A inh	RGS4 act	KCNQ1 inh	hERG protect	RGS4 block	KCNK9 block	GSK3B inh
51	COCCCNc1nc(CC(C)C)nc2c1nnn2Cc1ccccc1	i	i	-1.6	i	-5.8	i	i	-5.2	i	i	1.1
52	Cc1ccc2cc(C)c3nnc(SCc4ccc(C(=O)O)cc4)n3c2c1C	i	i	-0.6	i	-1.8	i	i	-6.0	i	i	3.7
53	Cc1nc2nc[nH]n2c(=O)c1NC(=O)CC12CC3CC(CC(C3)C1)C2	i	i	-6.0	i	-2.7&-5.7	i	i	0.1&-6.8	i	i	2.8&-0.4
54	Cc1nc(CN2CCN(C(=O)c3ccc(C(C)(C)C)cc3)CC2)cs1	i	i	-0.7	i	3.2	i	i	-9.7	i	i	1.4
55	COc1ccc(S(=O)(=O)n2nc(C)c(S(=O)(=O)N3CCOCC3)c2C)cc1	i	i	-3.8	i	-4.7	i	i	-4.5	i	i	3.2
56	CC1CN(c2cc(=O)n(-c3ccccc3)c(=O)[nH]2)CC(C)O1 (stereo not given)	i	i	-1.8	x	-0.3	i	i	-11.8	i	i	-0.7
57	Cc1ccc(S(=O)(=O)Nc2cc(-c3ccc(Cl)cc3)nn2C)cc1	i	i	-0.6	i	x	i	i	-6.6	i	i	3.9
